yeast cln2 rad14 – NCI yeast anticancer drug screen, S. cerevisiae cln2 rad14 strain. AID 165, 2004. growth inhibition, % at 50 µM. 8.3% of 78,000 active;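 note: 0% = growth of vehicle-only cultures of the same strain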
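Each compound was tested on cln2 rad14 yeast. Inhibition of growth was calculated against vehicle-exposed controls.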
yeast bub3 – NCI yeast anticancer drug screen, S. cerevisiae bub3 mutant strain; AID 167, 2004; 9.9% of 78,000 active; % growth inhibition at 50 µM;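 note: 0% = growth of vehicle-only cultures of the same strain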
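Readout: yeast growth inhibition, expressed relative to vehicle-only wells. The test organism is a mutant strain from a panel with lesions in DNA repair or checkpoint genes.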
yeast mlh1 rad18 – NCI yeast anticancer drug screen, S. cerevisiae mlh1 rad18 strain; % growth inhibition at 50 µM; 11% of 79,000 active;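 note: 0% = growth of vehicle-only cultures of the same strain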
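Genetically defined yeast (DNA repair-deficient) exposed to compounds; growth inhibition determined relative to vehicle.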
yeast rad50 – NCI yeast anticancer drug screen, S. cerevisiae rad50 strain; AID 155, 2004; 10% of 79,000 active; growth inhibition, % at 50 µM;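 note: 0% = growth of vehicle-only cultures of the same strain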
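Cells are treated with compound, grown, and their growth is then scored against vehicle-only cultures of the same repair-deficient yeast strain.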
yeast mec2-1 – NCI yeast anticancer drug screen, S. cerevisiae mec2-1 strain; % growth inhibition at 50 µM; 9% of 79,000 active; AID 157, 2004;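 note: 0% = growth of vehicle-only cultures of the same strain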
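Each compound was tested on mec2-1 yeast, a strain altered in DNA damage repair or cell cycle control. Growth inhibition is reported relative to vehicle.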
yeast sgs1 mgt1 – NCI yeast anticancer drug screen, S. cerevisiae sgs1 mgt1 strain | % growth inhibition at 50 µM | 10% of 78,000 active | AID 161, 2004;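 note: 0% = growth of vehicle-only cultures of the same strain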
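Genetically altered yeast, compound exposure, growth inhibition relative to vehicle.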
Starred values were filed as active, the others as inactive; x = no result given; & = joins results of further samples; ! = not confirmed by another sample. Cut-off read from the data, not from the text of the source: active = growth inhibition above about 70%; inactive = the rest.

A first look:
canonical_smiles,yeast cln2 rad14,yeast bub3,yeast mlh1 rad18,yeast rad50,yeast mec2-1,yeast sgs1 mgt1
O=[N+]([O-])c1ccc(S(=O)NOCc2ccccc2)cc1 (centres undefined),3.9,3.6,-7.5,-2.7,3.8,5.2
Cc1ccc(NC(=O)Oc2ccc(Nc3ccccc3)cc2)cc1,12.0,-1.4,2.9,6.2,4.8,5.1
CCOC(=O)c1c(C)c2c(n1Cc1ccccc1)CCCC2=O,12.7,23.9,19.4,15.5,11.4,38.5

The whole of this part, from the first entry:
canonical_smiles,yeast cln2 rad14,yeast bub3,yeast mlh1 rad18,yeast rad50,yeast mec2-1,yeast sgs1 mgt1
O=[N+]([O-])c1ccc(S(=O)NOCc2ccccc2)cc1 (centres undefined),3.9,3.6,-7.5,-2.7,3.8,5.2
Cc1ccc(NC(=O)Oc2ccc(Nc3ccccc3)cc2)cc1,12.0,-1.4,2.9,6.2,4.8,5.1
CCOC(=O)c1c(C)c2c(n1Cc1ccccc1)CCCC2=O,12.7,23.9,19.4,15.5,11.4,38.5
O=Nc1cc(-c2ccccc2)c2ccccc2c1O,97.5*,97.4*,2.5,-2.6,31.9,-10.4
CCOc1ccccc1NC(=O)C(=O)Cc1nc2ccccc2s1,-6.8,-0.8,2.9,-2.6,6.1,-2.0
Cc1ccc2nc(C(F)(F)F)cc(Cl)c2c1,-7.1,-5.0,-4.0,2.0,2.5,-8.4
CCCCCCCCCCCCCC/C=C\C(CC(=O)O)C(=O)O (centres undefined),-32.6,-28.4,-19.2,4.6,-15.5,6.1
O=C(O)C1C(C(=O)O)C23CC2(C(=O)O)C2(C(=O)O)CCC3=C3CCCC312 (centres undefined),19.4,85.3*,67.8,51.3,55.0,47.8
CC1(COc2ccccc2)NC(=O)c2ccccc2O1 (centres undefined),-46.2,0.8,-6.2,-5.8,-13.4,10.6
O=C(c1ccccc1)C1C(=O)c2ccccc2C1=O,17.1&17.2&-20.8,19.4&-3.0&-10.4,18.5&-26.1&-7.6,23.2&-25.2&-10.2,20.0&-21.3&1.1,24.1&12.2&-5.1
c1ccc2c(c1)/C(=N/c1nccs1)N/C2=N\c1nccs1,-25.6,13.1,-6.7,14.1,-6.3,-12.2
CSc1ccc(NC(=O)Nc2ccc(Cl)cc2[N+](=O)[O-])cc1,-6.0,17.9,20.3,-4.5,40.5,13.6
CN(C)c1nc(=NCc2ccncc2)ss1,-45.4,5.8,-16.8,-38.2,8.4,2.0
COc1ccc(OC2OC(CO)C(OCc3ccccc3)C(OCc3ccccc3)C2OCc2ccccc2)cc1 (centres undefined),2.4,-33.6,-42.8,5.6,-11.7,-11.7
CC(=O)NCCc1ccc(C(=O)O)cc1,-34.2,-11.4,3.6,-17.0,-1.0,2.2
S=C1NCCOc2ccccc21,-8.1,-10.9,-4.5,-8.7,-13.1,-2.5
CC(=O)OC(C(N)=O)C(OC(C)=O)C(=O)O (centres undefined),-16.4,2.4,6.9,2.6,6.1,0.9
CC(Br)C(=O)c1ccc(OCc2ccccc2)cc1 (centres undefined),92.3*,90.0*,77.9*,90.7*,94.2*,89.9*
[Cl][Pt+2][Cl].[NH-]C1CCCC1[NH-] (centres undefined),3.8,21.9,36.8,13.8,9.0,20.9
CN(C)c1ccc(C=C2C(=O)OC(C)(C)OC2=O)cc1,-11.9,-16.4,-25.6,-28.4,-29.4,-29.5
Nc1nc2c(c(=O)[nH]1)NC(CCNc1ccc(C(=O)NC(CCC(=O)O)C(=O)O)cc1)CN2 (centres undefined),19.6,7.7,16.1,14.0,14.9,25.6
C1=C(c2ccccc2)N(c2ccccc2)N=C(c2ccccc2)C1,-10.4,-1.6,18.6,0.8,-19.7,6.0
CCOC(=O)C1=C(C(=O)c2ccccc2)C(c2ccc(Cl)cc2Cl)C(C(=O)c2ccccc2)=C(C(=O)OCC)N1,-3.5,-9.0,-1.5,-11.3,-8.2,-16.6
Cc1ccc2c(c1)[n+]([O-])c(N)n[n+]2[O-],40.2,43.1,50.6,75.7*,48.4,57.1
CCCCCOCc1cc(C)no1,5.5,14.3,-8.4,-10.7,12.1,-10.4
O=[N+]([O-])c1ccc(CCCCc2ccc([N+](=O)[O-])cc2)cc1,-59.9,7.3,29.0,-6.1,3.0,-1.8
CSC(=NNC(N)=O)SC,-14.2,-9.7,5.4,4.4,-2.8,1.2
O=C(O)Cc1ccc2c(c1)sc1nc(-c3ccc(Br)cc3)cn12,6.6,0.1,6.0,1.4,7.0,2.7
Fc1ccc(N=NN2CCCC2)cc1,8.2,10.8,23.1,25.9,12.2,25.6
CCOC(=O)CNC(=O)C(CCSCc1ccccc1)NC(=O)OCc1ccccc1 (centres undefined),28.6,4.5,15.2,-2.8,6.5,0.3
OCCc1nc2ccccc2[nH]1,-4.1,-5.8,-4.7,-25.7,-18.4,-17.6
COc1ccc(OC(=O)Nc2cccc(Cl)c2)cc1,-11.3,31.4,55.6,8.4,39.1,29.8
CCOC(=O)C1=NN(c2ccc(C)cc2)C2(c3ccccc3)C=C(c3ccccc3)N(C)CCN12 (centres undefined),-20.2,-5.1,49.0,14.6,-2.9,17.9
CSc1nc(-c2ccccc2)c2c(n1)-c1ccccc1CC2,-2.4,17.9,-2.4,-5.0,-6.1,3.0
COc1ccc(OC)c2c1ccc1c(C)c3ccccc3c(C)c12,6.8,34.1,26.2,12.2,-1.1,14.2
C[n+]1cccc(Oc2ccc[n+](C)c2)c1,9.2,-2.5,22.7,6.8,19.6,9.4
O=C(NCc1cccc2ccccc12)Nc1ccccc1Cl,-6.5,27.0,30.0,4.9,36.1,10.3
O=C1CN(c2ccccc2)C(=O)CN1/N=C/c1ccc(O)c(O)c1,12.7,-2.5,-11.2,-35.2,8.8,-3.2
CC1(C)CC(=O)C(C(c2cccc(O)c2O)C2C(=O)CC(C)(C)CC2=O)C(=O)C1,-5.8,-1.6,8.0,-2.9,-13.7,2.9
COc1cc(C(C)S(=O)(=O)c2ccccc2)ccc1OC(=O)c1ccccc1 (centres undefined),-9.8,-5.2,-22.8,-11.9,-13.8,-12.1
Cn1c2nc(-[n+]3ccc(-c4ccccc4)cc3)nc-2c([O-])n(C)c1=O,72.3*,-2.0,-7.5,-7.3,3.0,9.9
Cc1nc2c(N)cc(Cl)cc2[nH]1,8.2,-7.3,7.8,13.2,13.3,19.6
CC(=O)Oc1ccc(CCC(=O)O)cc1,57.9,11.4,20.9,18.8,12.6,6.9
O=C(/C=C/c1ccc(Cl)c(Cl)c1)c1ccc(Cl)cc1,x,x,35.9,52.4,20.4,x
c1ccc(C(Nc2nncs2)Nc2nncs2)cc1,11.0,-14.8,12.9,-1.6,-9.9,-17.2
CC(C)(C)CC(C)(C)c1ccc(OCCOc2ccc([N+](=O)[O-])cc2N)cc1,4.0,4.9,26.1,56.5,11.1,41.6
CC(C)(S(=O)(=O)Oc1ccccc1)S(=O)(=O)Oc1ccccc1,-16.9,49.8,16.6,1.6,9.9,-15.4
CCOC(=O)CCn1[nH]c(=O)c(Cl)c(Cl)c1=O,-12.9,-11.8,-3.8,-8.7,-6.2,-17.4
CN(C)C=NC1CC(C)(C)NC(C)(C)C1,-49.1,13.2,-12.9,-18.2,2.2,3.1
N=C(N)N1CCc2ccccc2C1,-3.4,-28.9,2.6,-5.5,7.3,-2.0
CC(N1CCOCC1)C(O)(c1ccccc1)c1ccccn1 (centres undefined),60.2,-42.4,2.8,-19.4,-35.9,-32.6
C[C@@H]1CC[C@@]2(C)C(C(=O)O)=CCCC2[C@@]1(C)CC(=O)c1ccoc1 (some centres undefined),-17.1,-42.5,-35.2,-11.9,-8.6,-36.1
COC(=O)c1cc2cccn2cn1,-27.4,-27.9,-8.8,-5.9,-11.3,-13.2
CC(=O)OC1CC1(Br)Br (centres undefined),-37.8,6.5,5.2,6.3,-15.8,18.6
Cc1nc2ccccc2c(=O)n1/N=C/c1ccc(Cl)cc1Cl,-11.5,33.6,-3.1,-10.6,5.8,-7.5
CC1=C(/C=C/C(C)=C\c2cc(C)cc(=O)o2)C(C)(C)CCC1,-26.6,5.8,16.9,23.1,-1.5,8.7
CCOC(=O)N/N=C(\CC)OCC,-11.6,35.9,8.3,-5.2,2.4,-6.8
CC1=CSC2=NCCCCN12,8.6,18.2,16.1,-9.5,2.3,13.3
CCOC(=O)C(NC(=O)/C=C\C(=O)O)C(C)C (centres undefined),23.9,15.4,35.2,3.7,22.1,2.5
COC(=O)C1CC23CCCC12CC3 (centres undefined),-66.7,8.1,-7.0,21.6,-1.2,2.3

The listing continues:
canonical_smiles,yeast cln2 rad14,yeast bub3,yeast mlh1 rad18,yeast rad50,yeast mec2-1,yeast sgs1 mgt1
O=C1CN(c2ccccc2)C(=O)CN1Nc1ccccc1,13.3,-1.9,15.9,19.2,11.2,-3.8
C\C(=C/C(=N/N=C\c1ccccc1O)c1ccccc1)c1ccccc1,-3.5,5.6,5.2,13.8,10.9,-4.5
CC(C)(C)N1C(=O)C(Cl)(C#N)C1c1ccccc1 (centres undefined),19.9,-6.3,72.5*,43.5,26.6,73.5*
CCCc1c(C)nc2scc(-c3ccc(Cl)cc3)n2c1=O,-9.8,-31.2,-15.1,-26.0,-39.6,4.2
O=C(Nc1ccc(Cl)cc1)Nc1nnc2ncc3c(n12)CCCCCCCCCC3,21.6,9.8,18.9,36.0,3.9,28.4
CC(=O)C1CCC2C3CC=C4CC(O)C=CC4(C)C3CCC12C (centres undefined),-1.6,5.1,17.9,7.6,22.1,11.2
ON=C1/C(=N\O)CCC/C1=N/O,12.7,21.1,11.6,17.3,10.1,4.8
COC1CCC2(C)C(=CCC3C4CCC(=O)NC4(C)CCC32)C1 (centres undefined),-17.0,-5.9,21.9,32.5,7.0,41.0
Cc1nc(N)[nH]c(=O)c1CCCc1ccccc1,-53.5,-5.5,-5.2,3.6,-6.2,-15.9
CC(O)CC(=O)c1ccc(O)cc1 (centres undefined),1.7,-49.5,-41.3,-42.0,-41.0,-30.2
Cc1cc2c(cc1C)NC(=O)C(NC(=O)c1ccc(Cl)cc1)C=N2 (centres undefined),-27.4,6.0,3.0,-0.6,15.6,15.1
CC(C)NC(=O)c1ccccc1-[s+]1c2ccccc2c(=O)n1C(C)C (centres undefined),3.9,-3.0,9.3,22.0,1.1,-11.7
NC(=O)c1cccnc1,-27.2,-12.9,9.9,15.1,-41.4,5.1
COC(=O)C(C)(C)NC(=O)C(Cc1ccccc1)NC(=O)C(C)(C)NC(=O)OCc1ccccc1 (centres undefined),23.1,12.4,-1.2,18.9,4.8,-6.2
COc1ccc(CC(NC(=O)c2ccccc2)C(=O)O)c(OC)c1 (centres undefined),-66.8,-8.9,-7.5,-6.5,-4.8,1.4
O=C1CC2COc3ccccc3C2=NN1c1ccccc1 (centres undefined),1.4,-4.2,10.2,13.6,4.3,4.7
Nc1ccc([N+](=O)[O-])c(S(=O)(=O)O)c1,-6.5&40.2,78.8*!,6.5&64.6,-0.9&60.8,-3.5&28.6,3.5&46.0
Cn1sc2ccccc2c1=S,99.5*,99.5*,99.7*,99.6*,99.8*,99.7*
NS(=O)(=O)c1ccc(N=Nc2ncccc2O)cc1,-30.6,-44.0,20.6,19.4,3.4,-12.3
O[Si](c1ccccc1)(c1ccccc1)c1ccccc1.O[Si](c1ccccc1)(c1ccccc1)c1ccccc1.O[Si](c1ccccc1)(c1ccccc1)c1ccccc1.[O]=[V],27.1,43.4,72.6*,62.1,67.0,70.3*
O=C1Cc2ccccc2C(C(=O)O)O1 (centres undefined),-0.2,5.5,-12.6,-0.1,15.6,4.0
O=Cc1c(C(=O)O)[nH]c(=O)[nH]c1=O,-4.5,-11.4,-18.1,9.6,-15.2,6.3
C=Cc1nc(C#N)c(N)o1,-0.8,7.7,-33.8,5.5,8.1,-12.1
O=C(NC(Cc1ccccc1)C(=O)O)OCc1ccccc1 (centres undefined),-1.6&-9.3,-5.2&20.7,16.9&14.7,0.2&4.2,6.9&23.9,1.0&12.1
CC(C)(C)[Si](C)(C)OC[C@@H]1OC=CC(=O)[C@H]1O,20.6,36.4,-16.0,0.8,-6.0,-10.6
CCOc1cc2c(cnc3c4cc(OC)c(OC)cc4ccc23)cc1OC,-6.2,-17.9,-16.6,-8.6,-15.2,-13.5

Assay outcomes as filed in PubChem.
